N-glyco inh: increase of ERlucT glycosylation luciferase signal, primary screen, N-linked glycosylation inhibitor project, D54 ERlucT cells, luminescence, set 2. D54 ERlucT glycosylation luciferase reporter, 24 h; percent of 100 nM tunicamycin response. reporter increase, % at 12.5 µM. 0.23% of 360,000 active. AID 588692, 2011;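 active means mean luciferase reporter signal, scaled so untreated is 0 and the glycosylation-blocking control 100, at or above a set limit in every replicate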;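 further: luciferase carries N-glycosylation sites so blocking glycosylation raises the light; 0% = median of neutral control wells and 100% = median of 100 nM tunicamycin wells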
aDG glyco up: activators of alpha-DG glycosylation, primary screen, uHTS, Pro5-aDG cells, AlphaScreen. alpha-DG glycosylation AlphaScreen (IIH6); 0% Pro5, 100% B10-LARGE cell signal. AID 624168, 2012. 0.22% of 360,000 active. activation, % at 10 µM;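 active means activation of at least 8% versus controls, or a plate z-score of at least 8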;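 further: Pro5 are CHO cells carrying HIG-tagged alpha-DG that lacks glycosylation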
H9c2 protect: cardioprotection against H2O2-induced cell death, primary screen, uHTS, H9c2 cells, ATPLite luminescence | H9c2 cardiomyocytes, H2O2 injury protection, 2 h | protection from H2O2 cell death, % at 20 µM | 0.63% of 360,000 active | AID 588492, 2011;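 active means compounds giving at least 50% protection of heart cells from peroxide-induced death in the single-dose screen, raw or plate-pattern-corrected value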;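 further: 0% = DMSO wells with peroxide and 100% = DMSO wells without peroxide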
Granule exo inh: LAMP-1 surface exposure blockers, TALL-104 cells – cell-based, flow cytometry, MLPCN library, primary screen. 0.66% of 360,000 active. TALL-104 LAMP-1 surface exposure; cells stimulated with thapsigargin and PMA. AID 651702, 2012. inhibition, % at 10 µM;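 active means inhibition above about 55%, limit read from the data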
HTR2A ag: mouse Htr2a agonists via beta-arrestin recruitment, primary screen, cell-based, luminescence. 5-hydroxytryptamine receptor 2A (Mus musculus), P35363. CHO-K1 mHTR2A beta-arrestin complementation; percent of 30 µM serotonin response. activation, % at 7.6 µM. 0.66% of 360,000 active. AID 624169, 2012;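 active means activation above a run cutoff, the mean activation of all tested compounds plus 3 SD, cut at about 14% in these data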;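 further: 0% = plate median of compound wells and 100% = 30 µM serotonin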
ABCB6 inh 2: ABCB6 transporter inhibitors, primary screen, K562-ABCB6 cells, flow cytometry, MLPCN library; fluorescence ratio to DMSO, % at 10 µM; K562-ABCB6 porphyrin accumulation, 1 h; stronger effect = lower value; 0.19% of 360,000 active; ATP-binding cassette sub-family B member 6 (Homo sapiens), Q9NP58;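 active means fluorescence ratio to DMSO below 75%, the collection mean minus 3 SD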;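 further: signal is porphyrin accumulated inside mitochondria; 100% equals median channel fluorescence of DMSO control wells; lower ratio means ABCB6 inhibition with less porphyrin fluorescence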
Target sequence (Q9NP58 whole entry, looked up): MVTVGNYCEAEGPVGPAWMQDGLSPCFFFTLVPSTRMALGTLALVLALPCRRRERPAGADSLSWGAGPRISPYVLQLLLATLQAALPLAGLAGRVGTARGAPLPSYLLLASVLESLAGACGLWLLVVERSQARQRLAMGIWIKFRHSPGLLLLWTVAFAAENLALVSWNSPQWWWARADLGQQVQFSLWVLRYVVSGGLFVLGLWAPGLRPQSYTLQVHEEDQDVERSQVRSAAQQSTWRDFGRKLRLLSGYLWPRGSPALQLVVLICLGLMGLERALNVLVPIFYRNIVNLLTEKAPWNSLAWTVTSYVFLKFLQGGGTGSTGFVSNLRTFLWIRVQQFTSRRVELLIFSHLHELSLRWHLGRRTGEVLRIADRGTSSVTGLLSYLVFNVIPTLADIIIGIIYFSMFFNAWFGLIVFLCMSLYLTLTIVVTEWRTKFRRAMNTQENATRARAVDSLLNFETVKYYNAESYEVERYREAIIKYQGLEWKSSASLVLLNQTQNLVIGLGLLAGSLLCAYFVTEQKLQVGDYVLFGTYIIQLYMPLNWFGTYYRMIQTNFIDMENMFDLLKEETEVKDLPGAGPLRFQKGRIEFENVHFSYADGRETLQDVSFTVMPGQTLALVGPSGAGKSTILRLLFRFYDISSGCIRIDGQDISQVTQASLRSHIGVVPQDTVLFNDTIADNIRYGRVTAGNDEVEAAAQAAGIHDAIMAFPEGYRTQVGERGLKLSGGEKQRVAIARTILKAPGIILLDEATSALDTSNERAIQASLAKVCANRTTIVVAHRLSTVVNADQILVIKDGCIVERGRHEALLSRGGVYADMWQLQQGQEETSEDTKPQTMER
MC4R antag cAMP: MC4R antagonists of cAMP signaling, primary screen, cell-based, TR-FRET, antagonist arm of biased-ligand search | Melanocortin receptor 4 (Homo sapiens), P32245 | inhibition, % at 6.5 µM | MC4R-expressing cells, MTII-stimulated cAMP, LANCE TR-FRET | 0.48% of 360,000 active;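 active means inhibition above its plate's cutoff, the mean of tested wells on that plate plus 3 SD, cut at about 29% in these data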;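 further: 0% = Melanotan II alone and 100% = Melanotan II plus saturating MCL0020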
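Material – human MC4R-expressing U2OS cells · Repeats – no replicates · Detection – TR-FRET with Eu-cAMP and labeled anti-cAMP, 671 nm · Times – compound 30 min, challenge 1 h, detection 1 h · Compound – single nominal compound dose of 6.5 µM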
ABHD5 PLIN5 PPI: ABHD5-PLIN5 interaction inhibitors, primary screen, cell lysate, split luciferase complementation, luminescence; Perilipin-5 (Homo sapiens) + 1-acylglycerol-3-phosphate O-acyltransferase ABHD5 (Homo …; Split G. princeps luciferase complementation, 4 h; inhibition, % at 4 µM; 0.78% of 360,000 active;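 active means inhibition above the mean inhibition across every tested compound plus 3 SD, cut at about 22% in these data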;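 further: 0% = DMSO only wells and the 100% control is not disclosed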
hiPSC survival: enhancers of single-cell hiPSC survival, primary screen, ATPlite luminescence; survival enhancement, % at 20 µM; 100% = ROCK inhibitor wells, 0% = DMSO; 0.044% of 360,000 active; AID 602274, 2012; in the data active means survival enhancement above about 18%;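 further: cells exposed to compounds for 16 hours before the ATP read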
MC4R barr agon: MC4R agonists recruiting beta-arrestin, primary screen, cell-based, luminescence, agonist arm of biased-ligand search; activation, % at 8.9 µM; 0.98% of 360,000 active; U2OS MC4R beta-arrestin complementation; percent of melanotan II response, DMSO zero; AID 540308, 2011; Melanocortin receptor 4 (Homo sapiens), P32245;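 active means activation above a per-plate cutoff, the mean activation of sample wells on that plate plus 3 SD, cut at about 8% in these data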
Starred values were filed as active, the others as inactive. This is a random part of the collection; overall some 4.5% were active at least once.

SMILES	N-glyco inh	aDG glyco up	H9c2 protect	Granule exo inh	HTR2A ag	ABCB6 inh 2	MC4R antag cAMP	ABHD5 PLIN5 PPI	hiPSC survival	MC4R barr agon
Cc1ccc(-n2ncc3c(=O)n(CC(=O)N(C(C)C)C(C)C)cnc32)cc1	-0.1	-0.1	-3.1	4.1	6.1	100.0	4.8	2.3	-0.6	-1.0
O=C(CC1SC(=Nc2cccc3ccccc23)N(Cc2ccccn2)C1=O)Nc1ccccc1Br (stereo unspecified)	-6.3	0.3	-11.5	1.1	3.3	96.0	-4.3	3.3	-0.6	-0.1
COc1ccc(C(=O)N2CCCC(Nc3ccc(C)c(C)c3)C2)cc1 (stereo unspecified)	0.0	0.6	-5.6	0.7	-5.1	100.0	7.0	3.6	-0.3	-2.0
CNC(=O)CSc1nc2cc(S(=O)(=O)Nc3ccccc3OC)ccc2o1	-0.1	0.0	0.9	5.5	8.2	97.0	5.8	-1.6	0.5	0.6
O=C(CCC(=O)N(c1ccccc1)C(C(=O)NC1CCCC1)c1ccncc1)Nc1cccnc1 (stereo unspecified)	0.3	0.3	3.2	1.5	1.7	94.0	2.9	4.6	-2.9	-1.2
O=C(c1ccco1)N1CCN(C(=O)C2CCCN(S(=O)(=O)c3cccc4nsnc34)C2)CC1 (stereo unspecified)	-0.5	0.2	2.1	2.9	6.8	102.0	3.8	-4.2	1.8	0.8
O=C(c1cccc(Cl)c1)N1CCCC(c2ccc(Cl)cc2)=N1	-2.5	0.1	-11.5	3.2	-4.9	100.0	2.1	8.2	-0.2	0.4
COc1ccc(S(=O)(=O)N2CCOCC2)cc1NC(=O)CCCOc1ccc(C(C)=O)cc1	2.3	-0.1	3.7	1.0	0.1	95.0	6.1	0.0	-0.9	-1.1
COc1ccc(C2(O)CCN(CCCCOc3ccccc3)CC2)cc1	-0.6	-0.1	-0.1	1.7	-4.7	100.0	10.2	6.5	-1.7	-2.8
O=C1CC(C(=O)Nc2ccccc2C(=O)O)C(c2ccccc2)O1 (stereo unspecified)	1.6	0.0	8.4	1.0	-2.0	103.0	3.3	-5.8	-3.8	1.7
CCSc1ccccc1C(=O)NCc1ccc(S(N)(=O)=O)cc1	3.7	-0.1	5.6	-1.9	6.0	106.0	-3.2	8.2	-2.3	-1.1
O=C(c1ccco1)N1CCN(Cc2cccc3ccccc23)CC1	-10.1	0.0	-0.9	-10.1	3.3	100.0	1.8	-3.1	-0.7	0.9
Cc1nc(SCc2nc3c(F)cccc3[nH]2)c2oc3ccccc3c2n1	-5.6	0.6	9.2	-3.3	3.0	98.0	-3.1	-1.4	-1.7	-0.8
Cn1cnc([N+](=O)[O-])c1NCc1ccccc1	-1.1	-0.2	2.6	14.5	1.1	107.0	0.3	0.1	-0.5	-0.4
CCC(C)NC(=O)c1ccccc1NC(=O)c1ccccc1N(C)S(C)(=O)=O (stereo unspecified)	-1.4	0.2	0.3	0.0	-2.0	94.0	8.8	8.6	9.3	-0.8
O=C(Cn1nnc2ccccc21)OCC(=O)c1ccc(F)cc1	-0.2	-0.2	7.8	-3.8	-2.4	101.0	14.7	7.4	-0.4	-0.6
COC(=O)c1ccc(NC(=O)C(=O)c2cn(CC(=O)N3CCOCC3)c3ccccc23)cc1	-1.2	-0.2	0.1	9.8	13.2	95.0	-1.3	4.4	0.0	-0.6
Cc1ccc(S(=O)(=O)N(C)C)cc1NC(=O)COC(=O)c1ccc(Cl)cc1	0.8	0.6	-14.0	-3.4	-5.3	97.0	20.8	3.7	-0.5	0.8
CCn1c(NC(=O)c2cccc(Cn3cc(Cl)cn3)c2)nc2ccccc21	4.9	0.3	28.7	18.0	-7.1	83.0	-12.8	-1.9	0.7	-0.6
O=c1cc(CO)oc(C(Nc2cccc([N+](=O)[O-])c2)c2ccccn2)c1O (stereo unspecified)	0.7	-0.1	6.7	-0.9	-0.5	95.0	-4.0	3.3	2.5	-0.3
CCOC(=O)N1CCN(C/C(Cl)=C/c2ccccc2)CC1	0.7	0.0	-1.9	-5.1	-3.6	97.0	-1.8	2.0	-0.7	-0.8
Cc1ccc(-n2c(-c3ccncc3)nnc2-c2cccs2)cc1	3.0	0.1	6.0	1.0	2.0	101.0	-0.9	10.8	-0.6	1.2
CC(=O)Nc1nc2ccccc2n1CCOc1ccccc1Cl	11.1	3.4	30.3	-4.1	-1.1	99.0	8.6	1.9	-1.5	-1.8
Cn1cc(S(=O)(=O)N2CCCC2)cc1C(=O)NCCc1ccccc1	-0.1	-0.3	5.4	0.9	2.5	98.0	13.6	9.3	3.5	-1.4
CCOC(=O)c1c(NC(=O)C2CCCN2S(=O)(=O)c2cccc3nsnc23)sc(C)c1C (stereo unspecified)	-4.4	-0.3	9.4	0.0	0.8	76.0	3.4	-11.2	-0.5	-0.5

5 entries out of the list, sorted by molecular weight, lowest first.
SMILES	N-glyco inh	aDG glyco up	H9c2 protect	Granule exo inh	HTR2A ag	ABCB6 inh 2	MC4R antag cAMP	ABHD5 PLIN5 PPI	hiPSC survival	MC4R barr agon
COc1ccc(C2(O)CCN(CCCCOc3ccccc3)CC2)cc1	-0.6	-0.1	-0.1	1.7	-4.7	100.0	10.2	6.5	-1.7	-2.8
CCC(C)NC(=O)c1ccccc1NC(=O)c1ccccc1N(C)S(C)(=O)=O (stereo unspecified)	-1.4	0.2	0.3	0.0	-2.0	94.0	8.8	8.6	9.3	-0.8
COc1ccc(S(=O)(=O)N2CCOCC2)cc1NC(=O)CCCOc1ccc(C(C)=O)cc1	2.3	-0.1	3.7	1.0	0.1	95.0	6.1	0.0	-0.9	-1.1
O=C(c1ccco1)N1CCN(C(=O)C2CCCN(S(=O)(=O)c3cccc4nsnc34)C2)CC1 (stereo unspecified)	-0.5	0.2	2.1	2.9	6.8	102.0	3.8	-4.2	1.8	0.8
O=C(CC1SC(=Nc2cccc3ccccc23)N(Cc2ccccn2)C1=O)Nc1ccccc1Br (stereo unspecified)	-6.3	0.3	-11.5	1.1	3.3	96.0	-4.3	3.3	-0.6	-0.1

Other results:
SMILES	N-glyco inh	aDG glyco up	H9c2 protect	Granule exo inh	HTR2A ag	ABCB6 inh 2	MC4R antag cAMP	ABHD5 PLIN5 PPI	hiPSC survival	MC4R barr agon
C=CC[N+]1(CC(=O)NCc2ccc(NC(C)=O)cc2)CCOCC1	2.8	0.1	-1.8	4.8	8.7	98.0	25.4	2.7	1.8	0.6
CCCCOC(=O)C1=C(C)NC(=O)NC1c1ccc([N+](=O)[O-])s1 (stereo unspecified)	-1.6	0.1	3.0	2.0	8.9	102.0	-8.5	7.2	-1.4	1.7
O=c1ccc2cc(S(=O)(=O)N3CCN(c4ccccc4)CC3)ccc2o1	-1.3	8.4*	-8.8	0.6	5.1	98.0	6.3	6.0	0.6	1.3
COc1cccc(CN2CCSCC2)c1OC	3.3	0.2	0.8	-0.1	1.8	97.0	-6.5	-5.2	-0.3	-0.7
Cc1cc([N+](=O)[O-])ccc1NCc1ccc2c(c1)OCCO2	-1.5	0.1	-6.6	-1.1	-4.3	96.0	-3.2	2.1	0.1	-1.2
COc1ccc(-c2csc(-c3cc4ccccc4oc3=N)n2)cc1	0.2	0.2	8.2	2.0	3.3	93.0	-1.1	2.0	-1.7	0.9
COc1ccc(C(=O)N2CCC(C(=O)c3c(C)cc(C)cc3C)CC2)cc1	-3.5	0.5	-8.8	0.4	-1.2	99.0	15.4	-7.6	-0.4	0.7
FC(F)(F)c1ccc(C2[C@H]3CN(Cc4cccnc4)[C@H](c4ccccc4)C34CC2(c2cccnc2)C4)cc1 (stereo partly specified)	-3.7	0.1	1.0	5.2	-5.3	93.0	4.2	1.1	2.1	-1.0
COc1ccc(OC(C)C(=O)N2CCC(C)CC2)cc1 (stereo unspecified)	0.3	-0.1	-6.5	-0.2	3.6	92.0	4.1	9.1	-0.1	-1.2
CCNC(=S)N/N=C/c1cccc(C)c1	-1.5	0.0	-0.2	2.6	6.7	95.0	10.4	0.2	0.7	-0.8
[N-]=[N+]=NCC/C=C\C1NS(=O)(=O)OCC1O (stereo unspecified)	3.2	0.0	2.8	-13.8	4.3	97.0	5.1	-3.6	-0.3	-1.2
CC(C)c1ccc(S(=O)(=O)N2CCN(C(=S)NCc3ccco3)CC2)cc1	-0.8	0.2	-4.6	-5.4	-2.0	100.0	5.6	4.4	1.4	0.3
C/C(=N\NC(=O)COc1ccc(C)cc1C(C)C)c1ccc(-n2ccnc2)cc1	-2.6	0.5	-9.6	48.1	-1.3	100.0	8.8	4.4	-1.8	3.6
CCOC(=O)N1CCC(n2c(SCC(=O)NCCC3=CCCCC3)nc3ccccc3c2=O)CC1	-7.8	0.4	0.4	-4.0	2.4	95.0	10.8	5.2	0.2	-2.3
Cc1ccc(-c2c3c(=O)n(C)c(=O)n(C)c3cn2CCCN2CCOCC2)cc1	4.9	0.0	3.7	-5.9	3.6	103.0	8.0	1.0	13.6	-1.2
O=C(NCc1cccs1)c1cc2c(s1)CS(=O)(=O)C2	0.1	-0.4	4.0	-1.0	-0.5	103.0	0.4	-0.2	-2.9	-0.2
CC1CCC(C(C)C)C(OC(=O)CSc2nc(N)cc(=O)[nH]2)C1 (stereo unspecified)	0.2	0.1	-4.2	-1.6	2.3	97.0	20.7	-4.4	-0.4	-0.6
Cc1c(-c2ccccc2)[n+](=O)c(-c2ccc(Br)cc2)c(C)n1[O-]	-0.4	-0.2	1.1	4.4	3.2	98.0	2.9	-3.2	-0.7	-2.7
COc1ccc(-c2cc(C(=O)N3CCC3)c3ccccc3n2)cc1OC	-1.1	0.0	0.7	-1.3	7.6	95.0	2.2	3.8	-0.3	-1.6
CCn1c(=N)c(S(=O)(=O)c2ccc(F)cc2)cc2c(=O)n3ccccc3nc21	0.6	0.3	-5.5	3.3	0.4	100.0	-3.5	0.8	-3.6	-3.5
Cc1cc(C(=O)NC2CCCc3c2cnn3-c2ccccc2F)nc(C)n1 (stereo unspecified)	0.1	0.2	-0.9	-0.9	1.1	101.0	5.8	1.1	-0.1	-2.6
O=C(CN1CCN(c2ccc([N+](=O)[O-])cc2)CC1)Nc1nccs1	0.7	1.4	0.0	-2.7	-2.8	93.0	5.2	-7.5	1.7	-3.6
N#Cc1cc(-c2ccccc2)[nH]c1-c1nccc2ccccc12	1.4	0.3	0.8	-3.9	1.3	93.0	0.9	-10.0	-0.7	-1.0
O=C(c1cccnc1)c1ncc(C(F)(F)F)cc1Cl	2.9	0.0	-1.8	18.7	7.0	98.0	2.5	2.0	-0.1	0.3

Assay outcomes (PubChem)
